GPR7 antag = GPR7 receptor antagonists, primary screen, cell-based, fluorescence, single concentration. Neuropeptides B/W receptor type 1 (Homo sapiens), P48145. GPR7-expressing cells, fluorescence antagonist assay. inhibition, % at 4.4 µM. actives 1.1% (n = 290,000). AID 1861, 2009; in the data active = inhibition above about 16%, passing the limit was not always enough;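 also: cells stimulated with the agonist NPW; 0% = agonist with vehicle and 100% = vehicle without agonist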
Target sequence (P48145 whole entry, looked up): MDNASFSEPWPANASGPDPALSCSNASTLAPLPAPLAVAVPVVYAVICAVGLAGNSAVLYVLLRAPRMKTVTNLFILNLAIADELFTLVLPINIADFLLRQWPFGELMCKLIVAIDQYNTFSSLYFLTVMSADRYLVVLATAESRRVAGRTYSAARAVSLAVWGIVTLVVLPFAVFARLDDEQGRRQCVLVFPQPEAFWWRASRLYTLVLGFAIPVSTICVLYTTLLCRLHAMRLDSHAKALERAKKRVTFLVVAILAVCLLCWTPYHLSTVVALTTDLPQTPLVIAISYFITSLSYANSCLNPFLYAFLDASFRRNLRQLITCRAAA
VIM-2 inh = VIM-2 metallo-beta-lactamase inhibitors, primary screen, biochemical, epi-absorbance readout, Pseudomonas aeruginosa enzyme | actives 0.89% (n = 290,000) | AID 1527, 2009 | inhibition, % at 5.6 µM | purified VIM-2, nitrocefin hydrolysis, epi-absorbance fluorescence;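 active = inhibition above the mean of all tested compounds plus 3 SD, cutoff set per screening run, cut at about 7.5% in these data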;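 also: red hydrolysis product quenches plate fluorescence so inhibitors raise well fluorescence; 0% = enzyme with DMSO and 100% = DMSO without enzyme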
IDE inh = human IDE inhibitors in live cells, primary screen, fluorescence polarization, HEK cells, FAbetaB substrate. FAbetaB cleavage. actives 0.41% (n = 320,000). inhibition, % at 5.59 µM. Insulin-degrading enzyme (Homo sapiens), P14735;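 active = percent inhibition above the average of all tested compounds plus 3 SD, set per screening campaign, cut at about 16% in these data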;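 also: IDE supplied by intact live HEK cells; FP after avidin binding of uncleaved biotin substrate so inhibition keeps polarization high; 0% = DMSO wells and 100% = 60 µM reference IDE inhibitor Ii1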
IMP-1 inh = IMP-1 metallo-beta-lactamase inhibitors, primary screen, biochemical, epi-absorbance readout, Pseudomonas aeruginosa enzyme. purified IMP-1, nitrocefin hydrolysis, epi-absorbance fluorescence. inhibition, % at 5.6 µM. actives 0.45% (n = 290,000). AID 1556, 2009;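 active = inhibition above the mean plus 3 SD of all compounds in the same screening run, cut at about 4.5% in these data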;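 also: 0% = IMP-1 with DMSO and 100% = DMSO wells lacking enzyme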
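System: purified recombinant IMP-1 beta-lactamase. Medium: Zinc- and detergent-supplemented HEPES buffer, pH 7.1. Compound: one 5.6 µM dose […]. Schedule: 15 min preincubation plus 25 min reaction at 25 °C. Technique: Epi-absorbance fluorescence, 480 nm excitation, 530 nm emission.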
IDE cell activ = human IDE activators in live cells, primary screen, fluorescence polarization, HEK cells, FAbeta-B substrate; FAbeta-B cleavage; 0% vehicle, 100% cell-free pure enzyme wells; actives 0.073% (n = 340,000); activation, % at 5.96 µM;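 active = activation above the mean of all tested compounds plus 3 SD, set per screening campaign, cut at about 17% in these data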
NALP1 inh = NALP1 inflammasome inhibitors in reconstituted yeast, colorimetric, S. cerevisiae, triplicate retest | actives 0.61% (n = 280,000) | S. cerevisiae NALP1/ASC/caspase-1 growth, X-gal OD620, 72 h | inhibition, % at 10 µM; in the data active = inhibition mostly above about 24%, no sharp cut-off; inactive = mostly below about 32%; also: some compounds called inactive have numbers as strong as hits
p-CIP stab down = p/CIP-EGFP fusion destabilizers, primary screen, fluorescence, F442A cells. Q05BA5. 16 h. decrease of EGFP signal, % at 10 µM. actives 0.01% (n = 290,000). AID 1984, 2009;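 active = EGFP signal decrease of at least 30% at 10 µM or well 3 SD below plate mean, unless failing retest; inactive = the rest, including hits failing retest or dose response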; also: some compounds called inactive have numbers as strong as hits; many of its hits are not listed in these tables
PfM18AAP inh = PfM18AAP inhibitors, malaria aminopeptidase, primary screen, biochemical, QFRET, recombinant enzyme. H-Glu-NHMec fluorogenic cleavage. actives 1.2% (n = 290,000). M18 aspartyl aminopeptidase (Plasmodium falciparum 3D7). inhibition, % at 7.35 µM;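 active = inhibition above the campaign mean inhibition over all tested compounds plus 3 SD, cut at about 28% in these data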;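 also: 0% = plate median of test compound wells and 100% = 2 mM ZnCl2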
PHOSPHO1 block = PubChem AID 1565 | Phosphoethanolamine/phosphocholine phosphatase (Homo sapiens), Q8TCT1 | recombinant PHOSPHO1, absorbance phosphatase assay | inhibition, % at 13.3 µM | actives 1.1% (n = 290,000); in the data active = inhibition above about 60%
Target sequence (Q8TCT1 whole entry, looked up): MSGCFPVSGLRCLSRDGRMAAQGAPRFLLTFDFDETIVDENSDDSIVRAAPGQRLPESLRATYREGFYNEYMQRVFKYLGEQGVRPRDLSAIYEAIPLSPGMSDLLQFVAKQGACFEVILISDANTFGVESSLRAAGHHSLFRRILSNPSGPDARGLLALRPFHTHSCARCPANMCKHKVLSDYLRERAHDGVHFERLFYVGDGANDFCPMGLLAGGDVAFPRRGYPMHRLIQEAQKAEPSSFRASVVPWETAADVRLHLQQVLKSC
* marks the source's active call; other numbers are inactive results; / = no result given; & = joins results of further samples. Compounds as they come (roughly 5.3% active in at least one column).

GPR7 antag,VIM-2 inh,IDE inh,IMP-1 inh,IDE cell activ,NALP1 inh,p-CIP stab down,PfM18AAP inh,PHOSPHO1 block,structure
-6,-2.5,1,1.8,2,8,-14,-3,-5,O=C(Nc1ccc(-c2nc3ccccc3o2)cc1)C1CCCO1 (stereo unspecified)
18,3.4,0,-0.3,7,31,-4,10,29,Cc1n[nH]c(C)c1S(=O)(=O)N1CCC(C(=O)Nc2cccc(F)c2)CC1
0,-3.0,4,-2.3,3,/,/,-2,/,CCOC(=O)C1(Cc2cccc(OC)c2)CCCN(C(=O)CSC)C1 (stereo unspecified)
-14,-3.2,5,-2.5,-1,5,-3,-3,9,c1ccc(-c2csc(Nc3nc(N4CCOCC4)nc(N4CCOCC4)n3)n2)cc1
-12,-2.4,1,-1.1,4,0,0,-4,24,O=C(NCc1ccc2c(c1)OCO2)C(=O)Nc1ccccc1
-4,-0.6,0,-0.5,-1,26,-17,5,64*,CCN(CC)c1ccc(NC(=O)c2ccccc2F)cc1S(=O)(=O)Nc1ccccc1OC
-2,-3.2,-3,-2.8,1,-9,-8,-1,3,CCCCOC(=O)C1[C@H]2C(=O)N(CCc3ccccc3)C[C@]23C=C[C@H]1O3 (stereo partly specified)
-4,-3.4,-4,-2.3,-5,23,-14,-4,-12,O=C(O)C1C2C=CC(O2)C1C(=O)NCCC1=CCCCC1 (stereo unspecified)
-3,-0.7,3,-0.8,6,2,2,4,18,O=C(CCC1CCN(C(=O)c2cccc(Cl)c2F)CC1)Nc1ccccc1
-7,-3.4,2,-2.4,8,2,-13,6,57,CSC1=N/C(=C/c2cccnc2)C(=O)N1Cc1ccc(Cl)cc1
0&-4,-3.8&-1.2,-1&3,-2.8&-5.0,3&0,32&-4,-2&-2,4&0,19&8,CCSc1nc2ccccc2[nH]1
-7,-0.7,3,-3.1,7,2,-2,3,-11,CCCCNC(=O)C(=O)NCCCn1ccnc1

Overlap with the part before: four entries, followed by the next part.
GPR7 antag,VIM-2 inh,IDE inh,IMP-1 inh,IDE cell activ,NALP1 inh,p-CIP stab down,PfM18AAP inh,PHOSPHO1 block,structure
-3,-0.7,3,-0.8,6,2,2,4,18,O=C(CCC1CCN(C(=O)c2cccc(Cl)c2F)CC1)Nc1ccccc1
-7,-3.4,2,-2.4,8,2,-13,6,57,CSC1=N/C(=C/c2cccnc2)C(=O)N1Cc1ccc(Cl)cc1
0&-4,-3.8&-1.2,-1&3,-2.8&-5.0,3&0,32&-4,-2&-2,4&0,19&8,CCSc1nc2ccccc2[nH]1
-7,-0.7,3,-3.1,7,2,-2,3,-11,CCCCNC(=O)C(=O)NCCCn1ccnc1
0,-1.6,-1,-4.5,-5,22,-4,7,13,C=CCn1c(SCC(=O)Nc2ncc(Cc3ccc(Br)cc3)s2)nnc1-c1ccncc1
-9,-2.7,-4,-1.1,-4,32,4,-1,14,C/C(=C\C(=O)C(F)(F)F)Nc1ccc(C(F)(F)F)cc1
-6,2.2,13,1.6,-7,13,4,4,42,Cc1ccc2cc(C3C(C#N)=C(N)Oc4c3ccc3cccnc43)c(=O)[nH]c2c1 (stereo unspecified)
-4,-0.8,1,-1.2,5,/,-7,-8,6,CSCCC(Nc1nc2ccccc2s1)C(=O)O (stereo unspecified)
-16,-2.5,-3,-2.1,0,2,-5,-3,30,CC1CCCC(N2CCN(S(=O)(=O)c3ccccc3)CC2)C1 (stereo unspecified)
-4,0.1,-3,-2.1,8,-7,-1,-1,2,Cc1cc(C)nc(NS(=O)(=O)c2ccc(-n3cccc3)cc2)n1
1,0.1,-7,-0.5,0,12,3,5,-22,Cc1ccc(O)c(C(=O)c2cnc3c(c2)CN(CCC(C)C)C(=O)N3)c1
-4,1.0,3,-2.1,3,23,-6,1,18,Cc1ccccc1Nc1c(N)c(=O)oc2ccccc12
17,-0.2,-8,-2.7,1,1,-4,-2,30,Cc1cccc2c1N(CCCOc1ccccc1)C(=O)C2=O
-8,-2.7,-1,-3.0,-3,-26,-92,-1,21,COc1cccc2sc(N3CCN(c4nc5ccccc5s4)CC3)nc12
-5,3.0,-1,-0.7,/,14,6,-11,20,COc1ccc(C2CC(Cn3cc(C#N)c(=O)n(C)c3=O)ON2C)cc1 (stereo unspecified)
-2,-1.5,2,0.6,1,34,0,-4,27,Cc1cccc(NC(=O)CCS(=O)(=O)c2ccccc2)n1
2,0.4,3,-1.6,5,-24,-10,-2,45,COc1ccc(CCNC(=O)CSc2nnc(Cn3c(=O)sc4ccccc43)n2C)cc1OC
7,-0.2,0,-1.3,2,21,-12,-6,-2,CCC(=O)Nc1ccc(NC(=O)c2c(C)nc3ccccn23)cc1
-14,-2.9,-3,-4.5,-1,22,-4,-4,-13,CCn1c(=O)c(C(=O)NCc2cccnc2)c(O)c2ccccc21
0,0.4,4,-1.7,3,11,-6,1,26,CC(Oc1ccc2c3c(c(=O)oc2c1)CCCC3)C(=O)NCC1CCC(C(=O)O)CC1 (stereo unspecified)
-11,0.8,0,-0.7,4,7,3,3,26,Cc1cc(=O)[nH]c(SCc2nc3ccccc3n2Cc2ccccc2)n1
1,-3.2,-4,-2.1,1,16,3,0,23,O=C1Nc2ccc([N+](=O)[O-])cc2OC1CCN1CCN(c2ccccc2)CC1 (stereo unspecified)
-5,-8.7,3,-0.9,1,0,-10,12,-19,COc1ccc(/C=N/c2c(-c3ccco3)nc3ccccn23)cc1OC
-16,-0.3,-2,-4.7,5,10,-30,0,-6,CCOC(=O)c1nc(NCCc2ccccc2)sc1C
0,-0.5,-3,-3.5,-1,-2,-9,10,14,CC(C)=CC1C=C(C)C(C)C2C(=O)NNC(=O)C12 (stereo unspecified)
-10,-1.0,-11,36*,0,5,10,-9,20,CCc1ccc(NC(=O)CS(=O)CC(=O)Nc2ccc(N3CCOCC3)cc2)cc1 (stereo unspecified)
-2,-3.5,3,-1.7,2,-8,-2,0,-42,COCCn1c(C)cc(C2=NNC(=NC(C)(C)C)SC2)c1C
11,-0.8,4,-3.8,-1,-14,-12,1,-14,O=C(CCC1COc2ccccc2O1)Nc1ccc(Cl)cn1 (stereo unspecified)
-7,-2.3,3,-3.2,1,14,-12,3,16,O=C(COC(=O)c1cnccn1)c1cccc([N+](=O)[O-])c1
-3,-0.6,0,-3.6,6,34,-2,6,-14,CCCCCc1ccc(-c2ccc(/C=C/C(N)=O)cc2)nc1
16,-0.8,6,-2.1,2,3,-9,0,12,COc1ccc(S(=O)(=O)c2nnn(-c3cccc(OC)c3)c2N)cc1
3,-2.6,1,-2.1,6,2,-2,4,44,COc1ccc2oc(=O)c(C(=O)NCc3ccccc3)cc2c1
-16,-0.4,1,0.2,-2,-2,-13,-5,18,COc1ccccc1C(=O)C1CCCN(C(=O)CN2CCCCC2=O)C1 (stereo unspecified)
-8,0.5,-4,-3.2,6,16,-1,16,24,COc1ccc(C(C#N)N2N=C(C)CC2c2ccccc2)cc1OC (stereo unspecified)
6,-4.6,5,12*,3,38,-9,4,42,O=C(Nc1ccc(-c2nc3ccc(NC(=O)c4cccs4)cc3[nH]2)cc1)c1cccs1
-4,-3.2,7,-6.3,-3,-8,-1,-7,56,COc1ccc2c(Cl)c(-c3nnc(SCC(=O)c4ccccc4)n3C)sc2c1
-12,-3.4,0,-2.9,-2,-13,-6,-1,35,OCCC1CN(C2CCN(c3ccccc3F)CC2)CCN1Cc1ccccc1 (stereo unspecified)
-6,-2.6,11,-7.2,-3,-17,1,-2,-26,CCCS(=O)(=O)N1CCN(c2ccccn2)CC1
-9,-3.3,6,-3.1,0,4,-1,12,25,CCOC(=O)N1CCN(C(=O)CSc2ccc(C(=O)OC)cc2[N+](=O)[O-])CC1
-16,-2.5,3,-3.5,0,2,-9,0,7,O=C(c1ccco1)N1CCN(C(=O)c2cc(-c3ccccn3)nc3ccccc23)CC1
19,3.6,0,0.6,-5,0,0,-11,40,CCO[C@@H]1OC(C(=O)O)=C[C@H](c2ccc(Br)cc2)[C@H]1CCCO
-13,-2.2,-5,-2.0,2,2,-5,-6,42,Cc1ccnc(NC(=O)CC(c2ccccc2)c2ccccc2)n1
-8,-2.8,0,-2.5,1,-7,-5,-11,4,CC(=O)N1CCN(S(=O)(=O)c2ccc(F)c(Cl)c2)CC1
4,1.2,-2,-1.7,2,29,-6,-2,53,Nc1ncncc1-c1ccc2ccccc2c1
-7,-2.3,4,-4.4,1,3,6,-59,14,COc1cccc(NC(=O)c2cc(-c3ccc(C)o3)nc3ccccc23)c1
-7,-1.5,-1,-4.5,2,22,-2,-2,19,O=c1c2c(-c3cccs3)csc2ncn1/N=C/c1ccc(OC(F)F)cc1
-9,-1.0,-4,-1.5,-5,15,-19,7,12,CC(C)(C)c1ccc(CN2C(=O)c3ccccc3S2(=O)=O)cc1
-10,-3.3,8,-3.6,6,/,6,5,-2,O=C(CN1c2ccccc2Sc2ccccc21)NNC(=O)Nc1cccc(Cl)c1
-15,0.7,5,-4.8,-2,7,-7,-3,18,CC(=O)N/C(=N/c1nc(C)cc(C)n1)Nc1cccc(C)c1C
-1,0.6,1,-5.3,6,11,-6,-10,43,O=C(/C=C\Nc1cccc(F)c1)c1ccc2c(c1)OCO2
